Assay outcomes deposited in PubChem BioAssay by The Scripps Research Institute Molecular Screening Center.
M1 ag parental = counter-screen for M1 agonists: effect in parental CHO-K1 cells; activation, % at 3 µM; 0.48% of 360,000 active; Fluo-8 calcium fluorescence; scaled to maximal ATP response, vehicle zero; in the data active = activation above about 15%;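 also: untransfected CHO-K1 host cells lacking M1 receptor as counterscreen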
CHO-K1 Ca antag = nonselective inhibitor or artifact in parental CHO-K1 cells | ATP-induced calcium, Fluo-8 fluorescence | inhibition, % at 3 µM | 0.6% of 360,000 active | AID 602250;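 active = inhibition above a per-plate cutoff, the plate's mean sample inhibition plus 3 SD, cut at about 24% in these data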;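 also: 0% = DMSO plus EC80 ATP and 100% = DMSO alone without ATP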
M1 PAM parental = nonselective calcium activators in parental CHO-K1 cells, primary screen, counter-screen for M1 PAM project, cell-based, Fluo-8 calcium fluorescence, full deck, 1536-well; ATP EC20; 0% at ATP EC20, 100% at ATP max; activation, % at 3 µM; 0.02% of 360,000 active;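 active = activation above the run cutoff, the mean activation of all test compounds plus 3 SD, cut at about 40% in these data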;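 also: peak over basal fluorescence ratio in a 140 s read after ATP addition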
CHRM4 PAM = human M4 muscarinic receptor positive allosteric modulators, primary screen, CHO-K1 cells, Fluo-8 calcium fluorescence. Muscarinic acetylcholine receptor M4 (Homo sapiens), P08173. CHO-K1 hM4/Gqi5, ACh EC20; 0% = ACh EC20, 100% = maximal ACh. activation, % at 3 µM. 0.4% of 360,000 active. AID 624126, 2012;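 active = activation above its plate's cutoff, the mean activation of sample wells plus 3 SD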; also: some results filed as inactive read as strong as hits
Target sequence (P08173 whole entry, looked up): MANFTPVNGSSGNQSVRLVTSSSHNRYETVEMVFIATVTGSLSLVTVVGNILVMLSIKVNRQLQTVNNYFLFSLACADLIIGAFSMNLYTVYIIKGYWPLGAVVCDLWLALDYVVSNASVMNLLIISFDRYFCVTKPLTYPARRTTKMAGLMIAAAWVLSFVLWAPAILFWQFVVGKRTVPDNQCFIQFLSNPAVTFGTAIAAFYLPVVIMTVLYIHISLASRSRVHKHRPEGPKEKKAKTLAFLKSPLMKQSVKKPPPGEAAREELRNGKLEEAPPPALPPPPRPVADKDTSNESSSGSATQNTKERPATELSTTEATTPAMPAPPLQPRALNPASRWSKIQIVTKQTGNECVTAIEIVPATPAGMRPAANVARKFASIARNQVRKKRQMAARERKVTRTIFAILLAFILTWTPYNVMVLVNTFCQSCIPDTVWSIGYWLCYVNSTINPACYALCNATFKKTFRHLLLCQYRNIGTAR
M5 antag = human M5 muscarinic receptor antagonists, primary screen, CHO cells, Fluo-8 calcium fluorescence; CHO-hM5 cells, ACh EC80; inhibition, % at 3 µM; 0.59% of 360,000 active; AID 624040, 2012;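 active = inhibition above a per-plate cutoff, the mean of that plate's test compounds plus 3 SD, cut at about 27% in these data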;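 also: 0% = acetylcholine EC80 with DMSO and 100% = DMSO without agonist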
Target sequence (P08912 whole entry, looked up): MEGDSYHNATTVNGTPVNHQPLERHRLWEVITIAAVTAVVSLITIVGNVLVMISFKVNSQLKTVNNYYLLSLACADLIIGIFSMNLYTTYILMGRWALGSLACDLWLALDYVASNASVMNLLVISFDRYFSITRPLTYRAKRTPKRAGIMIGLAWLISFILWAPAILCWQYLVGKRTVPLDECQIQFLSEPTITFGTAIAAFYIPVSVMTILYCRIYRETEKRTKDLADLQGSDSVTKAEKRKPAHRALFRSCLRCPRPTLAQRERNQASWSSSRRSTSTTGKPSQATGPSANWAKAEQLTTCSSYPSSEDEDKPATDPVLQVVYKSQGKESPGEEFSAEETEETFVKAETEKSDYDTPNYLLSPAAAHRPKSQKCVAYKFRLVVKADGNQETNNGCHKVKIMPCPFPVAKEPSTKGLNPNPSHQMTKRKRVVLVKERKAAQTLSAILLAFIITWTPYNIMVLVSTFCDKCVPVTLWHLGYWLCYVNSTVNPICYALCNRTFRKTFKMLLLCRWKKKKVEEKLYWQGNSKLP
CHRM4 agonist = human M4 muscarinic receptor agonists, primary screen, CHO-K1 cells, Fluo-8 calcium fluorescence | CHO-K1 hM4/Gqi5; vehicle 0%, full acetylcholine response 100% | 0.14% of 360,000 active | AID 624127, 2012 | activation, % at 3 µM | Muscarinic acetylcholine receptor M4 (Homo sapiens), P08173;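 active = activation above the run mean over all test wells plus 3 SD, cut at about 32% in these data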;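 also: peak over basal fluorescence ratio per well then scaled between controls; 0% = DMSO wells and 100% = acetylcholine at EC100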
M5 PAM = human M5 muscarinic receptor positive allosteric modulators, primary screen, CHO-K1 cells, Fluo-8 calcium fluorescence; Muscarinic acetylcholine receptor M5 (Homo sapiens), P08912; CHO-K1 hM5, ACh EC20 PAM; 0% = ACh EC20, 100% = ACh EC100; activation, % at 3 µM; 0.3% of 360,000 active; AID 624038, 2012;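 active = activation above the run cutoff, the mean activation of all test compounds plus 3 SD, cut at about 18% in these data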
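Measured by: Fluo-8 calcium fluorescence; material: human M5 receptor in CHO-K1 cells; schedule: Post-acetylcholine fluorescence recording 140 s; benchmarks: low control EC20 acetylcholine (0%), high control EC100 acetylcholine (100%); read-out: Max/basal fluorescence ratio as % of EC20–EC100 ACh window; compound: single dose, 3 µM nominal final test concentration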
M4 antag = human M4 muscarinic receptor antagonists, primary screen, CHO cells, Fluo-8 calcium fluorescence | Muscarinic acetylcholine receptor M4 (Homo sapiens), P08173 | CHO-hM4 cells, ACh EC80 | inhibition, % at 3 µM | 0.73% of 360,000 active;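 active = inhibition above its plate's cutoff, the mean inhibition of sample wells plus 3 SD, cut at about 27% in these data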;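 also: 0% = acetylcholine EC80 with DMSO and 100% = DMSO without agonist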
CHRM5 agonist = human M5 muscarinic receptor agonists, primary screen, CHO-K1 cells, Fluo-8 calcium fluorescence | Muscarinic acetylcholine receptor M5 (Homo sapiens), P08912 | 0.19% of 360,000 active | activation, % at 3 µM | CHO-K1 hM5 cells; 0% DMSO wells, 100% maximal acetylcholine response;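 active = activation above the run's mean over test compounds plus 3 SD, cut at about 23% in these data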;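 also: signal is peak over basal fluorescence ratio across the kinetic read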
* = called active by the depositor; . = no result given.

SMILES	M1 ag parental	CHO-K1 Ca antag	M1 PAM parental	CHRM4 PAM	M5 antag	CHRM4 agonist	M5 PAM	M4 antag	CHRM5 agonist
O=C(NCc1cccnc1)c1cc(-c2cccs2)on1	4.7	-13	16	15	-2	0	0	-1	1
O=C(Cn1c(CCCO)nc2ccccc21)Nc1ccccc1-c1ccccc1	1.0	2	-1	-5	9	1	-3	10	-2
O=C1Cc2cc(S(=O)(=O)N3CCN(c4cccc(Cl)c4)CC3)ccc2N1	0.1	3	-5	1	-4	2	-1	-7	1
O=S(=O)(NCc1ccco1)N1CCCCCC1	0.2	-12	7	11	-1	0	0	12	0
COc1ccc(C(=O)N2CCc3cc(OC)c(OC)cc3C2c2ccc(OC)c(OC)c2)cc1 (centres undefined)	-0.4	24*	-8	6	1	-1	1	-14	-4
Cc1ccc(S(=O)(=O)N2CCCC2)cc1C(=O)NC1CCCCC1	0.6	12	-21	-1	-2	1	5	-1	-3
CC(Oc1ccc(F)cc1)C(=O)Nc1nc(-c2ccccn2)cs1 (centres undefined)	2.2	21	-9	-3	-1	11	-4	-8	1
O=C(OCC(=O)N1CCc2ccccc21)c1cccnc1Cl	0.5	-14	22	3	2	1	-1	4	-1
Cc1ccc2oc(-c3ccc(NC(=O)c4ccncc4)cc3O)nc2c1	0.1	13	-9	0	15	0	-8	3	-2
O=C(O)CCC(=O)N1N=C(c2cccs2)CC1c1cccc([N+](=O)[O-])c1 (centres undefined)	-0.1	-8	6	-1	6	1	4	1	-1
CC1C(=O)NN=C1C(=O)N/N=C\C(Br)=C\c1ccccc1 (centres undefined)	0.6	-10	21	9	-6	2	-3	-6	-3
CCOC(=O)C1(C)CCN1C(=O)c1csnn1 (centres undefined)	1.0	9	11	2	9	1	-3	-5	1
CC1CN(c2nn3c(=O)c4ccccc4nc3c3ccccc23)CC(C)O1 (centres undefined)	1.1	-7	11	0	-4	1	2	17	2
CCc1nc2nc(C)c(NS(=O)(=O)c3cccs3)c(=O)n2[nH]1	1.1	-10	6	-1	-8	-1	2	3	-3
CC(=O)c1ccc(N2CCN(C(=O)CCCn3c(=O)[nH]c4ccc(Br)cc4c3=O)CC2)cc1	4.7	-5	8	-7	1	7	-11	-6	3
O=C(NCCc1ccc(O)cc1)c1[nH]c(C(F)(F)F)nc1-c1ccccc1	0.9	-14	12	-2	3	3	-2	2	2
CCOc1ccccc1CN1C(=O)C2(OCCO2)c2ccccc21	-0.2	-8	7	1	-7	-2	0	-6	-7
COc1ccc(NC(=O)CN(C)C(=O)CSCc2ccc(C)cc2)cc1	1.5	-1	-20	0	8	5	-9	-8	1
CSc1nc(-c2ccccc2)cc(C(F)(F)F)c1C#N	0.6	-5	21	6	3	-1	-1	8	0
COc1ccc(C(=O)NC(=S)NNC(=O)c2ccc(C)cc2)cc1	82*	14	-25	-48	5	118*	-30	15	75*
COc1ccc(N2CCN(C(=O)NC34CC5CC(CC(C5)C3)C4)CC2)cc1	3.1	-11	12	-2	-6	4	2	2	-6
c1ccc2c(c1)nc(N1CCOCC1)c1nnnn12	1.0	-5	8	9	4	1	-13	-19	0
COc1ccc(C(=O)NCCCc2ccccc2)cc1	0.8	-1	11	0	-6	0	4	0	-3
O=C1C=C(/C=C/C2C=CC=CC2)C[C@@H](c2ccc(Cl)cc2)C1 (some centres undefined)	0.0	-8	5	-4	14	0	3	15	-2
CC(C)NC(=O)CC(=O)N/N=C/c1ccc(Br)cc1	0.6	-16	22	5	-5	2	1	-13	3
O=C(O)c1c2c(nc3ccccc13)/C(=C/c1ccccc1[N+](=O)[O-])CCC2	0.2	4	11	-3	14	0	1	7	-4
O=C(O)c1cccc(OS(=O)(=O)c2cc(Br)ccc2Br)c1	0.6	-13	6	13	5	2	16	-2	6
COCCCNC(=S)N1CCC(NC(=O)Nc2ccc(C)cc2)CC1	1.1	-8	13	5	-3	2	4	-2	-1
CC(C)(Oc1ccc(Cl)cc1)C(=O)NCc1ccc(S(N)(=O)=O)cc1	2.5	-14	17	-5	-6	0	2	5	-4
CCc1ccc(NC(=O)COC(=O)Cn2cnc3ccccc32)cc1	1.0	0	-6	5	-3	4	2	-8	1
CC1(C)C(Cl)C(=O)C(C(=O)c2ccccc2)C(=O)C1Cl (centres undefined)	0.1	-5	1	2	12	0	-7	4	0
COCCn1c(C)cc(C(=O)CSc2nc3ccccc3c(=O)[nH]2)c1C	7.8	2	15	-20	6	19	-17	10	10
CCn1cc(S(=O)(=O)Nc2cc(C)ccc2F)cn1	1.3	-7	4	0	-11	1	8	2	-3
CC1CCCCN1CCCNC(=O)c1ccc2c(c1)NC(=O)CN2C (centres undefined)	0.7	-9	24	1	6	0	-2	-1	-1
CCN(CC)CCN1C(=O)C2C(C(=O)Nc3cccc(C)c3)C3C=CC2(O3)C1C(=O)NC1CCCC(C)C1C (centres undefined)	5.3	5	-11	-2	-2	0	1	-8	-4
NNC(=S)NCCc1ccccc1	-0.4	-17	7	-3	1	-1	3	-9	-8
CCOC(=O)c1cc(C)sc1NC(=S)Nc1ccccc1	0.0	1	12	1	12	0	-4	-1	-3
O=C(O)CC/C(=N\NC(=O)c1ccccc1Br)c1ccccc1	0.4	-3	6	1	-4	1	-3	-13	-3
COCC(=O)N[C@H]1C=C[C@@H](CC(=O)OC)O[C@@H]1CO	.	.	.	0	2	1	1	-2	1
O=C(Nc1ccccc1O)c1ccc(Cl)cc1	1.9	-3	15	-1	2	3	-1	2	-2
COc1ccc(-n2c(=O)c3ccccc3n(CC(=O)Nc3cccc(OC)c3)c2=O)cc1	1.1	-9	20	19	5	2	3	4	-2
CCC(=O)O/N=C(\N)c1ccc(Oc2cc(C)c(Cl)c(C)c2)c([N+](=O)[O-])c1	0.3	3	-13	-2	14	0	-3	3	-1
CCC(=O)N(Cc1cc2cc(OC)ccc2[nH]c1=O)c1ccc(C)cc1	0.6	4	-10	-1	6	1	-1	3	2
CC1CCC(NC(=O)Cn2c(=O)[nH]c3ccsc3c2=O)CC1 (centres undefined)	-0.1	15	-8	8	3	0	3	1	2
COc1cccc(-c2nc(-c3ccncc3)no2)c1	0.4	-9	2	-4	11	2	-5	-5	-4
O=C(CN(C(=O)CNS(=O)(=O)c1ccc(F)cc1)c1ccc(F)cc1)NCc1ccco1	1.9	-21	5	2	-3	0	-1	-2	-2
CN(C)/C=C1\C(=O)N(c2ccc(F)cc2F)C(c2cccnc2)S1(=O)=O (centres undefined)	0.9	-6	14	4	-9	1	14	-1	4
Cc1ccc(C)c(N2CCN(C(=O)CCc3nc(-c4cccc(F)c4)no3)CC2)c1	0.2	3	6	-7	10	2	-3	14	1

In the list so far, 2 contain an aryl thioether with sulfur outside any ring.
SMILES	M1 ag parental	CHO-K1 Ca antag	M1 PAM parental	CHRM4 PAM	M5 antag	CHRM4 agonist	M5 PAM	M4 antag	CHRM5 agonist
CSc1nc(-c2ccccc2)cc(C(F)(F)F)c1C#N	0.6	-5	21	6	3	-1	-1	8	0
COCCn1c(C)cc(C(=O)CSc2nc3ccccc3c(=O)[nH]2)c1C	7.8	2	15	-20	6	19	-17	10	10

Further results:
SMILES	M1 ag parental	CHO-K1 Ca antag	M1 PAM parental	CHRM4 PAM	M5 antag	CHRM4 agonist	M5 PAM	M4 antag	CHRM5 agonist
Clc1ccccc1OCc1nc(-c2ccccn2)no1	0.6	-8	11	12	8	1	1	-5	-7
Nc1ccn([C@@H]2O[C@H](C(=O)N3CCCN(Cc4ccccc4F)CC3)[C@@H](O)[C@H]2O)c(=O)n1	0.4	-8	1	5	-1	0	-4	-6	3
C[C@H](CO)N1C[C@H](C)[C@@H](CN(C)C)Oc2c(NC(=O)c3ccncc3)cccc2C1=O	0.4	-14	5	-1	6	0	-1	-4	3
O=C(NCC(=O)N1CCCCCCC1)c1ccccc1Cl	0.5	-14	3	-2	-9	1	2	5	-2
CCC1C(=O)N(c2nc(C)cc(C)n2)N=C1C (centres undefined)	0.2	-25	11	6	-2	5	1	7	4
COC(=O)c1nn(-c2ccccc2)c(=O)cc1Oc1ccc(Cl)cc1	0.4	1	8	8	0	1	0	1	1
O=C(COc1cccc2cccnc12)N/N=C/c1cccn1-c1ccc(F)cc1	4.8	-11	17	-13	18	12	-12	-3	-4
O=C(Nc1cccc(N=Cc2cc(Cl)cc(Br)c2O)c1)c1ccco1	0.1	9	-10	-4	11	1	-9	10	-2
CCOC(=O)N1CCN(S(=O)(=O)N2CCCC(C(=O)NCCc3ccc(Cl)cc3)C2)CC1 (centres undefined)	2.7	-12	8	6	2	3	1	0	-1
CCOC(=O)CNC(=S)N(Cc1ccc(C)cc1)Cc1ccc(C)o1	-0.6	2	2	-3	-10	-1	0	11	-4
Cc1cccc(C)c1NC(=O)N1CCC(n2c(=O)[nH]c3ccccc32)CC1	0.5	-12	30	0	-2	2	-2	-14	-1
CC(=O)c1c(C)[nH]c(C(=O)OC(C)C(=O)NC2CCCCC2)c1C (centres undefined)	1.9	-9	18	1	-10	2	-8	-4	1
Cc1cccn2c(=O)c3cc(C(=O)NCCN4CCOCC4)c(=N)n(CCCN4CCOCC4)c3nc12	1.7	-11	7	-4	3	1	4	-4	-3
Cc1cc(-n2c(SCC(=O)Nc3ccc(F)c(F)c3)nc3n[nH]c(C)c3c2=N)ccc1Cl	1.8	-14	20	0	5	3	-2	-3	-2
CCOc1ccccc1C(=O)NCCCCCC(=O)O	0.0	3	0	2	5	0	1	4	0
CN(CC(=O)Nc1cccc(F)c1)C(=O)Cn1c(=O)cnc2ccccc21	0.5	7	-8	8	-4	0	10	-11	-4
CCOC(=O)Cc1cnc(NC(=O)NC(C(=O)OCC)(c2ccccc2)C(F)(F)F)s1 (centres undefined)	1.5	7	17	0	1	0	-1	7	2
Cc1ccc(OCCC(=O)Nc2ccc(F)c(F)c2)cc1	4.8	-16	21	-3	2	3	-6	3	-2
N#CCCN(C(=O)COC(=O)c1cc(=O)c2ccccc2o1)c1ccccc1	0.3	-11	-13	3	-14	1	10	-1	3
O=C(CCC(=O)c1ccc(F)cc1)NCc1ccccc1C(F)(F)F	0.7	-10	19	-4	6	1	-4	0	-5
CC(=O)CN1C(=O)NC2(CCCc3ccccc32)C1=O (centres undefined)	5.6	-20	20	-4	-2	1	0	-1	-2
CCCCn1c(N)c(N(CC(C)C)C(=O)CCNC(=O)c2ccc([N+](=O)[O-])cc2)c(=O)[nH]c1=O	-0.3	14	-26	7	9	0	-1	1	2

Results in CHRM5 agonist, M4 antag and M5 PAM (3 entries from above):
SMILES | CHRM5 agonist | M4 antag | M5 PAM
CCOC(=O)Cc1cnc(NC(=O)NC(C(=O)OCC)(c2ccccc2)C(F)(F)F)s1 (centres undefined) | 2 | 7 | -1
Cc1ccc(OCCC(=O)Nc2ccc(F)c(F)c2)cc1 | -2 | 3 | -6
N#CCCN(C(=O)COC(=O)c1cc(=O)c2ccccc2o1)c1ccccc1 | 3 | -1 | 10
